LNCaP diff act = promotes differentiation of LNCaP prostate cells. flow cytometry side scatter, 4 d. side scatter shift, % at 10 µM. 24,000 compounds, 0.56% hits;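 active means side scatter shift above 30%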;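 further: androgen-responsive LNCaP prostate cancer cells in charcoal-stripped serum medium; percent of cells past a gate set so DMSO wells show 10% shift; higher shift means more granular cells and more differentiation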
Jurkat autofluor = compound fluoresces in Jurkat cells, VLA-4 screen interference; compound autofluorescence, flow cytometry; stronger effect = higher value; 1 = vehicle-only cell background; fluorescence ratio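 (tested at 10 µM compound in the well)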; 24,000 compounds, 0.61% hits;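 active means fluorescence ratio above 2.44, which is 1 plus 3 SD of all ratios; inconclusive means signal too bright to measure linearly, ratio around 10 or more; inactive means fluorescence ratio below 2.44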;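 further: green fluorescence of cells measured with 488 nm excitation and 530 nm emission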
VLA-4 antagonist = inhibitors of LDV-FITC ligand binding to Mn2+-activated human VLA-4 integrin; Jurkat cells, LDV-FITC binding with Mn2+, flow cytometry; 100% = Mn2+-driven binding gain fully reversed; P13612; 24,000 compounds, 0.2% hits; inhibition, % at 10 µM (by protocol);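 active means inhibition above 50%; inconclusive means compound itself fluorescent, judged against control cell fluorescence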;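 further: 0% = Mn2+ stimulated cells lacking compound and 100% = ligand binding without Mn2+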
Target sequence (P13612 whole entry, looked up): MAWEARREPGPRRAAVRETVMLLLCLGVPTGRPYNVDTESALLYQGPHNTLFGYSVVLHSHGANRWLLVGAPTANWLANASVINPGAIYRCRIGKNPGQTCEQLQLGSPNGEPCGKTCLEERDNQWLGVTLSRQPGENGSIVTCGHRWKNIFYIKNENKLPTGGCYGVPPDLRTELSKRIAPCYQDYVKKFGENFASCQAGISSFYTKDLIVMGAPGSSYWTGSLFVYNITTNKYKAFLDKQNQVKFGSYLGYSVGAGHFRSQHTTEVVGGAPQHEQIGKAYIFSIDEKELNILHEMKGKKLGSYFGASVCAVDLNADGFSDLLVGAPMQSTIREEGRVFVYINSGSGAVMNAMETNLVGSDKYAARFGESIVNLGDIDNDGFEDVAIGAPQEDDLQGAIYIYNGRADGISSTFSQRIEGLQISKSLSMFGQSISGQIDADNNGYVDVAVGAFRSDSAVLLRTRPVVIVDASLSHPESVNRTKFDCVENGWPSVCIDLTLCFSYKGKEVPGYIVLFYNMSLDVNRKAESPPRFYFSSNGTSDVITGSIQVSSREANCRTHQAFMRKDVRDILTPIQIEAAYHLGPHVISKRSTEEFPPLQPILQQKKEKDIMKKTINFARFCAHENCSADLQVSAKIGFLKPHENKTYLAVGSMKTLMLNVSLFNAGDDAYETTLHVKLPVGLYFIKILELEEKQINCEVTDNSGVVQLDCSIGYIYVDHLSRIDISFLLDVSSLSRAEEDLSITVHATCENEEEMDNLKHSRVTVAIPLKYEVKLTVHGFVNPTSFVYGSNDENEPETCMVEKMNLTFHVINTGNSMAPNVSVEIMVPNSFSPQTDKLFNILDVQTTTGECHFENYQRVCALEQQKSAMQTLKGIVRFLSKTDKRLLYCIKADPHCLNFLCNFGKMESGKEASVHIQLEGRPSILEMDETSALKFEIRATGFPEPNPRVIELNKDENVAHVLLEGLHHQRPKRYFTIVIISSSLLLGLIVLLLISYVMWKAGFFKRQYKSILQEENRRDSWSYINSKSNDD
VLA-4 agonist = allosterically activates the human VLA-4 integrin | P13612 | activation, % at 10 µM (by protocol) | Jurkat cells, LDV-FITC binding, flow cytometry | AID 528 | 24,000 tested, under 10 active;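 active means fluorescent ligand binding to cells raised by more than 40% of the manganese-induced maximum; inconclusive means compound's own fluorescence above 85% of the ligand control signal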;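 further: 0% = ligand binding without compound and 100% = manganese-stimulated maximal binding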
Numbers without * were called inactive. Some of the compounds tested; the hit share may differ from the screen's.

For CCC(C)NC(=O)Cn1cc2c(n1)CCC(C)C2 (configuration not stated) the results were LNCaP diff act 5, Jurkat autofluor 1.2, VLA-4 antagonist inconclusive and VLA-4 agonist inconclusive.
O=c1cc(CN2CCN(c3ccc(F)cc3)CC2)nc2sccn12 was read as LNCaP diff act 8, Jurkat autofluor 0.96, VLA-4 antagonist -3 and VLA-4 agonist 7.
Screening N#Cc1nc(-c2cccs2)oc1NCCc1ccccc1 returned LNCaP diff act 8, Jurkat autofluor 1.1, VLA-4 antagonist 2 and VLA-4 agonist -14.
For Cc1nnc(SCC(=O)NCc2ccccc2)s1 the results were LNCaP diff act 2, Jurkat autofluor 0.9, VLA-4 antagonist -22 and VLA-4 agonist 6.
Screening CN(C)c1nc(Oc2ccc(=O)n(C)n2)nc(N2CCOCC2)n1 returned LNCaP diff act 1, Jurkat autofluor 0.97, VLA-4 antagonist -30 and VLA-4 agonist 13.
O=C1Nc2ccc(S(=O)(=O)N3CCCC3C(=O)O)c3cccc1c23 (configuration not stated) was read as LNCaP diff act 5, Jurkat autofluor 1.1, VLA-4 antagonist -7 and VLA-4 agonist 1.
Screening CCC(Sc1nc(=O)cc(N)n1CCc1ccccc1)C(=O)Nc1cc(C)on1 (configuration not stated) returned LNCaP diff act 6, Jurkat autofluor 0.95, VLA-4 antagonist 1 and VLA-4 agonist -7.
`COc1cc(NC(=O)C2CCCN2S(=O)(=O)c2ccc3c(c2)CCC(=O)N3)cc(OC)c1` (configuration not stated) gave LNCaP diff act 3, Jurkat autofluor 1.1, VLA-4 antagonist 5 and VLA-4 agonist 5.
For Cc1cc(C)n(CCCNC(=O)c2ccc(S(=O)(=O)NCc3ccco3)cc2)n1 the results were LNCaP diff act 14, Jurkat autofluor 0.97, VLA-4 antagonist -6 and VLA-4 agonist 0.
For CCOC(=O)c1cnc(SC2CC(=O)N(c3ccc(OC)c(OC)c3)C2=O)nc1N (configuration not stated) the results were LNCaP diff act 10, Jurkat autofluor 1, VLA-4 antagonist -4 and VLA-4 agonist 11.
`COCC(=O)NCc1ccc2c(c1)cc(C)n2C` gave LNCaP diff act 6, Jurkat autofluor 1.1, VLA-4 antagonist 18 and VLA-4 agonist -3.
Screening CCOC(=O)N1CCN(C(=O)CSc2nnc(-c3cc(OC)ccc3OC)o2)CC1 returned LNCaP diff act 13, Jurkat autofluor 1.1, VLA-4 antagonist -20 and VLA-4 agonist 3.
For Cc1ccc2cc(CN(CCN3CCCC3)C(=O)Nc3ccc(F)cc3)c(=O)[nH]c2c1C the results were LNCaP diff act 13, Jurkat autofluor 1.1, VLA-4 antagonist 12 and VLA-4 agonist -6.
Screening O=C1N=C(N2CCOCC2)CS1 returned LNCaP diff act 16, Jurkat autofluor 1.1, VLA-4 antagonist 0 and VLA-4 agonist 5.
Screening Cc1cc(C)c(NC(=O)C2CCCN2CCO)c(C)c1 (configuration not stated) returned LNCaP diff act 7, Jurkat autofluor 1.1, VLA-4 antagonist -7 and VLA-4 agonist 5.
COc1ccc(C(=O)N2CCSC2=S)cc1OC was read as LNCaP diff act 10, Jurkat autofluor 0.94, VLA-4 antagonist -27 and VLA-4 agonist 4.
Screening O=C(CNS(=O)(=O)c1cccs1)Nc1ccc2c(c1)OCCO2 returned LNCaP diff act 1, Jurkat autofluor 1, VLA-4 antagonist 7 and VLA-4 agonist 0.
CN1CCN(Cc2nc3c(c(=O)n(C)c(=O)n3C)n2Cc2ccccc2Cl)CC1 was read as LNCaP diff act 9, Jurkat autofluor 1, VLA-4 antagonist -16 and VLA-4 agonist 0.
`O=C(NC1CCCC1)c1cnn2c(C(F)(F)F)cc(-c3ccco3)nc12` gave LNCaP diff act 13, Jurkat autofluor 1.2, VLA-4 antagonist -17 and VLA-4 agonist -3.
Screening Cc1ccc2cc3cc(C(=O)NCCCN4CCCCCC4)oc3nc2c1 returned LNCaP diff act 20, Jurkat autofluor 1.1, VLA-4 antagonist inconclusive and VLA-4 agonist inconclusive.
For CCN(CC)C(=O)c1cc(-c2ccccc2OC)on1 the results were LNCaP diff act 10, Jurkat autofluor 1, VLA-4 antagonist 3 and VLA-4 agonist 1.
`O=C(CSc1nnc(-c2cnccn2)n1Cc1ccco1)c1ccc(Cl)cc1` gave LNCaP diff act 11, Jurkat autofluor 1.2, VLA-4 antagonist inconclusive and VLA-4 agonist inconclusive.
Screening COc1ccc(C)cc1NS(=O)(=O)c1ccc(NS(=O)(=O)c2ccc(NC(C)=O)cc2)cc1 returned LNCaP diff act 11, Jurkat autofluor 1, VLA-4 antagonist -4 and VLA-4 agonist 2.
Screening O=C(NCc1ccccn1)C1CCC(=O)N1C1CCCC1 (configuration not stated) returned LNCaP diff act 9, Jurkat autofluor 1, VLA-4 antagonist -16 and VLA-4 agonist 4.
`N#Cc1ccccc1Cn1c(=O)n(Cc2ccc(C(=O)NCc3ccco3)cc2)c(=O)c2ccccc21` gave LNCaP diff act 9, Jurkat autofluor 1.2, VLA-4 antagonist -1 and VLA-4 agonist -10.
For Nc1nc(Nc2cccc(C(F)(F)F)c2)nc(C(F)(F)F)n1 the results were LNCaP diff act 14, Jurkat autofluor 1, VLA-4 antagonist 12 and VLA-4 agonist 2.
Screening CCOC(=O)N1CCN(C(c2ccc(Cl)cc2)c2sc3nc(C)nn3c2O)CC1 (configuration not stated) returned LNCaP diff act 3, Jurkat autofluor 1, VLA-4 antagonist -4 and VLA-4 agonist 2.
Screening COc1ccc(NC(=O)N(C2CCCCC2)C(C)c2ccco2)c(OC)c1 (configuration not stated) returned LNCaP diff act 12, Jurkat autofluor 1, VLA-4 antagonist -1 and VLA-4 agonist -3.
For Cc1ccc(-n2ncc3c(Nc4c(C)n(C)n(-c5ccccc5)c4=O)ncnc32)c(C)c1 the results were LNCaP diff act 5, Jurkat autofluor 1, VLA-4 antagonist 1 and VLA-4 agonist 1.
For CC(C)C(NS(=O)(=O)c1ccc(Br)s1)C(=O)O (configuration not stated) the results were LNCaP diff act 17, Jurkat autofluor 0.99, VLA-4 antagonist -20 and VLA-4 agonist 18.
For CN1C(=C2C(=O)OC(C)(C)OC2=O)Sc2ccccc21 the results were LNCaP diff act 9, Jurkat autofluor 1.1, VLA-4 antagonist -13 and VLA-4 agonist 3.
Screening C=CCNc1oc(COc2ccc(C)cc2)nc1C#N returned LNCaP diff act 5, Jurkat autofluor 1, VLA-4 antagonist -14 and VLA-4 agonist 5.
`Cc1ncc2c(c1OC(=O)c1ccccc1)COC(C)(C)OC2` gave LNCaP diff act 3, Jurkat autofluor 1, VLA-4 antagonist -12 and VLA-4 agonist 3.
O=C(CSc1nnc(COc2ccccc2)o1)Nc1nccs1 was read as LNCaP diff act 12, Jurkat autofluor 0.76, VLA-4 antagonist -20 and VLA-4 agonist -2.
Cc1cc2c(cc(C(=O)NCCCN3CCOCC3)n2Cc2ccc(Cl)cc2)o1 was read as LNCaP diff act 18, Jurkat autofluor 1, VLA-4 antagonist -14 and VLA-4 agonist 4.
`COC(=O)c1ccc(CSc2nc3c(cnn3-c3ccccc3)c(=O)[nH]2)o1` gave LNCaP diff act 4, Jurkat autofluor 1.1, VLA-4 antagonist inconclusive and VLA-4 agonist inconclusive.
Screening COc1ccc(NC(=O)Nc2cccs2)cc1OC returned LNCaP diff act 5, Jurkat autofluor 0.98, VLA-4 antagonist -2 and VLA-4 agonist -7.
For Cc1cccn2cc(CNC(=O)CC3CCCC3)nc12 the results were LNCaP diff act 11, Jurkat autofluor 0.96, VLA-4 antagonist 19 and VLA-4 agonist 7.
For COc1ccc(S(=O)(=O)NC(CC(=O)N2CCc3ccccc32)c2ccco2)cc1 (configuration not stated) the results were LNCaP diff act 4, Jurkat autofluor 1.1, VLA-4 antagonist 3 and VLA-4 agonist -10.
For COc1ccc(C)cc1NC(=O)C1CCN(S(=O)(=O)c2cccc3cccnc23)CC1 the results were LNCaP diff act 6, Jurkat autofluor 1.1, VLA-4 antagonist -1 and VLA-4 agonist -3.
For O=C(CSCc1cnn(-c2ccccc2)c1-n1cccc1)NCc1cccs1 the results were LNCaP diff act 6, Jurkat autofluor 1.1, VLA-4 antagonist 2 and VLA-4 agonist -5.
COc1ccc(-c2nc(-c3ccc(NC(=O)c4ccc(Br)o4)cc3)no2)cc1OC was read as LNCaP diff act 17, Jurkat autofluor 0.99, VLA-4 antagonist -3 and VLA-4 agonist -3.
CC1CC(C)CN(CC(=O)Nc2ccc(S(N)(=O)=O)cc2)C1 (configuration not stated) was read as LNCaP diff act 10, Jurkat autofluor 1.1, VLA-4 antagonist -2 and VLA-4 agonist -1.
For Cc1cc(NS(=O)(=O)c2ccc(NC(=O)C(C)N3C(=O)c4ccccc4C3=O)cc2)nc(C)n1 (configuration not stated) the results were LNCaP diff act 11, Jurkat autofluor 0.97, VLA-4 antagonist -24 and VLA-4 agonist 2.
Screening COCCCNC(=O)CCn1c(=O)c2ccccc2n(CC(=O)Nc2ccc(C)cc2C)c1=O returned LNCaP diff act 13, Jurkat autofluor 0.95, VLA-4 antagonist -8 and VLA-4 agonist 4.
For CCCCCc1c(C)nc(N2CCc3ccccc32)[nH]c1=O the results were LNCaP diff act 6, Jurkat autofluor 1, VLA-4 antagonist -3 and VLA-4 agonist -6.
`COc1cc(CN(C)CC(=O)c2[nH]c(C)c(C(C)=O)c2C)ccc1OC(F)F` gave LNCaP diff act 6, Jurkat autofluor 1.1, VLA-4 antagonist -28 and VLA-4 agonist 8.
`CC(C)(C)c1ccc(S(=O)(=O)NCCc2ccncc2)cc1` gave LNCaP diff act 2, Jurkat autofluor 1.1, VLA-4 antagonist -1 and VLA-4 agonist 0.
Screening CC(=O)c1ccc2c(c1)Nc1ccccc1S2 returned LNCaP diff act 3, Jurkat autofluor 1, VLA-4 antagonist 8 and VLA-4 agonist -7.
For COC(=O)c1cccc(Oc2nc3c(c(=O)n(C)c(=O)n3C)n2Cc2ccc(C)cc2)c1 the results were LNCaP diff act 6, Jurkat autofluor 1.1, VLA-4 antagonist -10 and VLA-4 agonist 0.

Ordered by length of the SMILES (smallest number first): part of the list above
CC1CC(C)CN(CC(=O)Nc2ccc(S(N)(=O)=O)cc2)C1 (configuration not stated) was read as LNCaP diff act 10, Jurkat autofluor 1.1, VLA-4 antagonist -2 and VLA-4 agonist -1.
`COc1cc(CN(C)CC(=O)c2[nH]c(C)c(C(C)=O)c2C)ccc1OC(F)F` gave LNCaP diff act 6, Jurkat autofluor 1.1, VLA-4 antagonist -28 and VLA-4 agonist 8.
Screening COCCCNC(=O)CCn1c(=O)c2ccccc2n(CC(=O)Nc2ccc(C)cc2C)c1=O returned LNCaP diff act 13, Jurkat autofluor 0.95, VLA-4 antagonist -8 and VLA-4 agonist 4.
For Cc1cc(NS(=O)(=O)c2ccc(NC(=O)C(C)N3C(=O)c4ccccc4C3=O)cc2)nc(C)n1 (configuration not stated) the results were LNCaP diff act 11, Jurkat autofluor 0.97, VLA-4 antagonist -24 and VLA-4 agonist 2.

Further structures follow.
Screening COc1cc(NC2c3ncccc3C(=O)N2Cc2ccco2)cc(OC)c1 (configuration not stated) returned LNCaP diff act 6, Jurkat autofluor 1.2, VLA-4 antagonist 4 and VLA-4 agonist -5.
Screening CNc1nn(-c2cccc(Cl)c2)nc1N returned LNCaP diff act 13, Jurkat autofluor 8.1*, VLA-4 antagonist inconclusive and VLA-4 agonist inconclusive.
Screening CC(=O)N(C(C)=O)c1cccc2c(N(C(C)=O)C(C)=O)cccc12 returned LNCaP diff act 3, Jurkat autofluor 1.1, VLA-4 antagonist -8 and VLA-4 agonist -7.
CCOC(=O)Cn1c(=O)oc2cc(S(=O)(=O)N3CCC(N4CCCCC4)CC3)ccc21 was read as LNCaP diff act 3, Jurkat autofluor 1.3, VLA-4 antagonist 7 and VLA-4 agonist 5.
Screening O=C1c2ccccc2C(=O)N1CNc1ccccc1 returned LNCaP diff act 5, Jurkat autofluor 1.1, VLA-4 antagonist -18 and VLA-4 agonist 4.
For Cc1cccc(NC(=O)c2cnc3sccn3c2=O)n1 the results were LNCaP diff act 6, Jurkat autofluor 1, VLA-4 antagonist -1 and VLA-4 agonist -6.
COc1cccc(CNC(=O)CN(C)S(=O)(=O)c2cnc[nH]2)c1 was read as LNCaP diff act 2, Jurkat autofluor 1.1, VLA-4 antagonist 25 and VLA-4 agonist -4.
CCn1ncc(Cl)c1C(=O)Nc1ccncc1 was read as LNCaP diff act 8, Jurkat autofluor 1.1, VLA-4 antagonist -12 and VLA-4 agonist 0.
Screening COc1ccc2c(c1OC)C(=O)N(C(C)C(=O)O)C2=O (configuration not stated) returned Jurkat autofluor 1, VLA-4 antagonist 2 and VLA-4 agonist 5.
For COc1ccc(CNC(=O)c2cccc(N3CCCC3=O)c2)cc1 the results were LNCaP diff act 14, Jurkat autofluor 1.1, VLA-4 antagonist -16 and VLA-4 agonist 2.
Screening CCn1c(=S)sc2c(=O)n(-c3ccccc3)c(SC)nc21 returned LNCaP diff act 14, Jurkat autofluor 1.1, VLA-4 antagonist 4 and VLA-4 agonist 3.
For COc1cccc(C(=O)N2CCCC(c3nc(-c4cccs4)no3)C2)c1 (configuration not stated) the results were LNCaP diff act 10, Jurkat autofluor 0.95, VLA-4 antagonist -16 and VLA-4 agonist 0.
O=C(Nc1ccc2c(c1)OCO2)C1CCN(S(=O)(=O)c2cccc3cccnc23)CC1 was read as LNCaP diff act 3, Jurkat autofluor 1.1, VLA-4 antagonist -24 and VLA-4 agonist inconclusive.

Screens from PubChem BioAssay.
